SENP7 block – inhibitors of human SENP7 protease. Q9BQF6. recombinant SENP7, Z-RLRGG-aminoluciferin luminescence, 40 min. inhibition, % at 5 µM. hit rate 1.5% among 330,000. AID 434973;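 active = inhibition above about 50% at the single test dose, limit read from the data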;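 note: plate controls were DMSO with enzyme for no effect and no enzyme buffer wells for full effect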
Target sequence (Q9BQF6 706-1050 limits assumed): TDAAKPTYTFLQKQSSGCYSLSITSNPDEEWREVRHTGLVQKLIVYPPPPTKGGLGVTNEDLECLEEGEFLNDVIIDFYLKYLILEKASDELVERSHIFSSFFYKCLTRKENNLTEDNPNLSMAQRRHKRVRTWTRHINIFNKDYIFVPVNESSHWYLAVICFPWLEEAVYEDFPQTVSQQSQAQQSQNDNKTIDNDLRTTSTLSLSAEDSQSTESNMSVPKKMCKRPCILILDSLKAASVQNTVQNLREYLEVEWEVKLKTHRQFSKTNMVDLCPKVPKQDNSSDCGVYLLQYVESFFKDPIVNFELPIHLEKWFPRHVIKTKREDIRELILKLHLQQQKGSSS
PfGluPho inh – PfG6PD (Plasmodium falciparum) enzyme inhibition; hit rate 0.78% among 350,000; AID 504690; inhibition, % at 20 µM; PfGluPho enzyme, NADPH resazurin-diaphorase fluorescence;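 active = inhibition reaching at least a set limit at 20 µM in the primary screen, cut at about 59% in these data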;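 note: 0% = DMSO wells with substrate and 100% = DMSO wells lacking glucose-6-phosphate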
SENP1 inh – SENP1 (human) catalytic domain inhibition. Q9P0U3. recombinant SENP1 catalytic domain, CyPet-SUMO1-YPet FRET cleavage. inhibition, % at 10 µM. hit rate 0.21% among 360,000;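 active = inhibition at least 30% at 10 µM, raw YFP signal under a set limit, fluorescence ratio 0.5 to 1.5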;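 note: 0% = enzyme with DMSO and 100% = no enzyme wells; some results filed as inactive read as strong as hits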
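Assay system – human recombinant His6-tagged SENP1 catalytic domain enzyme · Input – SENP1 enzyme, 20 pM final · Buffer or medium – Tris pH 8 buffer plus EDTA, NaCl, BME, BSA, NP40, catalase · Schedule – 50 min reaction at room temperature · Technique – FRET read of cyan and yellow fluorescence · Control set – no-enzyme wells low, DMSO-plus-enzyme wells high control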
SENP6 inh – SENP6 protease inhibition; Recombinant SENP6 catalytic domain, aminoluciferin luminescence; inhibition, % at 10 µM; hit rate 1.8% among 330,000;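 active = inhibition above about 50% at the single tested dose, limit read from the data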;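 note: plate controls were DMSO wells with enzyme for no effect and DMSO wells lacking enzyme for full effect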
Target sequence (Q9GZR1 628-1112 limits assumed): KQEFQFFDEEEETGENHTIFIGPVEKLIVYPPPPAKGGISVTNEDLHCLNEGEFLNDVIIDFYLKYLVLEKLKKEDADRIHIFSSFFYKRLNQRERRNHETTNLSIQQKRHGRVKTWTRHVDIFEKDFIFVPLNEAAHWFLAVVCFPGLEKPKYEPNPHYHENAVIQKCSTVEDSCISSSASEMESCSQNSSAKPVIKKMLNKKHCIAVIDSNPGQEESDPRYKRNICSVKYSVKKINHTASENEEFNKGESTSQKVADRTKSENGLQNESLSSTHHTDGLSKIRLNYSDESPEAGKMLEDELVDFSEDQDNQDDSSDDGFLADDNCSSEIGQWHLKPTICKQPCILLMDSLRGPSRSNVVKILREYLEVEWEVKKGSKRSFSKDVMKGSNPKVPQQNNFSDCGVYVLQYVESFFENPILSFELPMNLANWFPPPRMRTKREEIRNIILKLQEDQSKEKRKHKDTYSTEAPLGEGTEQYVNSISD
SENP8 block-1 – blocks human SENP8 cleavage of Nedd8 substrate; recombinant SENP8, Nedd8 substrate fluorescence; inhibition, % at 20 µM; Q96LD8; AID 602440; hit rate 0.64% among 360,000; in the data active = inhibition mostly above about 40%, no sharp cut-off; inactive = mostly below about 27%
SENP8 block-2 – inhibitors of human SENP8 protease; Q96LD8; purified SENP8, Z-RLRGG-aminoluciferin cleavage, luminescence; inhibition, % at 10 µM; hit rate 1.2% among 330,000; AID 2540; in the data active = inhibition above about 50%
beta cell repl – MIN6 beta-cell proliferation induction. MIN6 cells proliferation, ATPlite luminescence, 48 h; cells starved in 0.2% serum; 100% = growth in 10% serum. proliferation, % at 10 µM. hit rate 0.29% among 330,000. AID 2380;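 active = compounds whose signal lies at least 3.5 SD above the mean of all wells on their plate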;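 note: 0% = DMSO-treated cells in low-serum medium and 100% = 10% serum control; some compounds called inactive have numbers as strong as hits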
UBC13 polyUb – human UBC13 polyubiquitination inhibition | P61088 | UBC13 polyubiquitin chain formation, TR-FRET | inhibition, % at 20 µM | hit rate 0.47% among 330,000; in the data active = inhibition above about 45%, passing the limit was not always enough
HKDC1 inh – HKDC1 (human) hexokinase inhibition. Q2TB90. recombinant HKDC1, G6PDH/diaphorase resazurin coupled fluorescence. inhibition, % at 20 µM. hit rate 0.16% among 340,000;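 active = inhibition above about 35% when tested at 20 µM, limit read from the data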;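 note: plate controls were DMSO wells with enzyme for no effect and DMSO wells lacking enzyme for full effect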
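Material – in-house recombinant HK5 (HKDC1) enzyme · Quantity – HKDC1 at 5 µg/mL · Buffer or medium – pH 8.0 Tris buffer with 10 mM MgCl2 · Reagent – glucose with 1 mM ATP · Dosing – single 20 µM dose · Times – reaction time 90 min, room temperature, protected from light · Technique – resorufin fluorescence at 613 nm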
* = called active by the depositor; i = inactive; . = no result given.

| SMILES | SENP8 block-2 | HKDC1 inh | SENP7 block | UBC13 polyUb | SENP8 block-1 | PfGluPho inh | SENP1 inh | beta cell repl | SENP6 inh |
| --- | --- | --- | --- | --- | --- | --- | --- | --- | --- |
| COc1cc(/C=C2/C(=N)N3N=C(CC(=O)N4CCOCC4)SC3=NC2=O)ccc1OC(C)c1ccccc1 (stereo not drawn) | -7.0 | 6.1 | -0.1 | -13.5 | -13.0 | -28.9 | -3.8 | -2.5 | 15.6 |
| O=C1NC2(Nc3ccccc31)C(=O)Nc1ccc(Br)cc12 (stereo not drawn) | -2.4 | -0.6 | 2.2 | 6.8 | -297.1 | 6.0 | -90.0 | -0.3 | -5.2 |
| Cc1ccc(C(C)C)cc1S(=O)(=O)NC1CC(C)(C)NC(C)(C)C1 | 2.3 | -0.3 | -33.4 | 1.5 | 6.7 | 7.8 | 0.3 | -1.2 | 2.4 |
| CC(=O)N1Cc2cc(N)ccc2Oc2ccccc21 | 3.6 | -10.8 | 5.7 | 8.1 | -1.9 | 15.4 | 0.0 | -1.8 | 3.2 |
| Cc1ccc(/C=C/C(=O)OCC(=O)NCCN2C(=O)CSC2=O)cc1 | 3.0 | -5.2 | -0.8 | 6.7 | -19.6 | 6.5 | 0.9 | -0.8 | -7.0 |
| CCNc1ccc(C(=O)OCC(=O)N2CCCC2)cc1[N+](=O)[O-] | 0.5 | -2.6 | 2.4 | -14.7 | 19.0 | 27.6 | 1.7 | 0.0 | -11.1 |
| COc1ccc(C(=O)Nc2ccc(-c3n[nH]c(=S)o3)cc2)cc1OC | 4.2 | 0.7 | 19.2 | -4.3 | -334.3 | 44.0 | 0.0 | 7.3 | -5.5 |
| COC(=O)c1cc(C(=O)NCCN2C(=O)S/C(=C\c3cccs3)C2=O)cc([N+](=O)[O-])c1 | 0.2 | 10.2 | 4.9 | -12.8 | 34.2 | 6.8 | 2.3 | 0.0 | -10.2 |
| CCOc1ccc(-c2nc(C)sc2CC(=O)O)cc1 | -10.6 | 1.8 | 2.5 | -12.7 | 0.9 | -27.6 | 0.3 | -1.2 | 9.0 |
| CC(C)OC(=O)c1ccc(S(N)(=O)=O)o1 | -3.4 | -7.2 | 10.3 | -0.4 | 9.3 | -9.7 | 2.5 | 0.0 | 5.1 |

Full records, quoted from the list. Values in the order: SENP8 block-2 | HKDC1 inh | SENP7 block | UBC13 polyUb | SENP8 block-1 | PfGluPho inh | SENP1 inh | beta cell repl | SENP6 inh
Listed for CCOc1ccc(-c2nc(C)sc2CC(=O)O)cc1 = -10.6 | 1.8 | 2.5 | -12.7 | 0.9 | -27.6 | 0.3 | -1.2 | 9.0
Listed for COc1cc(/C=C2/C(=N)N3N=C(CC(=O)N4CCOCC4)SC3=NC2=O)ccc1OC(C)c1ccccc1 (stereo not drawn) = -7.0 | 6.1 | -0.1 | -13.5 | -13.0 | -28.9 | -3.8 | -2.5 | 15.6

(next part)
| SMILES | SENP8 block-2 | HKDC1 inh | SENP7 block | UBC13 polyUb | SENP8 block-1 | PfGluPho inh | SENP1 inh | beta cell repl | SENP6 inh |
| --- | --- | --- | --- | --- | --- | --- | --- | --- | --- |
| Cc1ccccc1CCNC(=O)C1CCC(=O)N(C2CCCCCC2)C1 (stereo not drawn) | 3.9 | -4.7 | -8.2 | -2.6 | 10.4 | 4.1 | 0.8 | 0.4 | -4.0 |
| CC(C)NC(=O)COc1coc(CN2CCN(Cc3ccccc3)CC2)cc1=O | 4.8 | -4.6 | 3.7 | -4.6 | 14.2 | -13.8 | -0.1 | 4.2 | -4.7 |
| COc1ccc(CNC(=S)Nc2ccc(S(N)(=O)=O)cc2)cc1 | -10.1 | -3.8 | -11.8 | -4.1 | 4.9 | 35.6 | -3.3 | -2.7 | -18.0 |
| CCC(=O)Nc1ccc(Cl)c(NC(=O)C(C)C)c1 | -1.6 | -6.0 | 5.3 | 1.6 | 2.9 | 3.3 | 2.1 | -2.9 | -14.3 |
| CCCc1nnc(SCC(=O)Nc2cc(C)on2)n1CCOC | 2.4 | -9.4 | 1.2 | 4.4 | 2.7 | -11.7 | 0.2 | -0.3 | -4.4 |
| COc1cc(-c2noc(C)c2-c2ccc(N(C)C)nc2)cc(OC)c1OC | 9.6 | 4.4 | -4.5 | 6.6 | -42.2 | 36.3 | 1.1 | -5.4 | -1.7 |
| COc1ccc(OC)c(C2=NOC(C(=O)Nc3cc(C)on3)C2)c1 (stereo not drawn) | -10.5 | -5.3 | -2.2 | -1.4 | -156.5 | 0.1 | 2.5 | -2.6 | -18.1 |
| O=c1c2c(ncn1Cc1ccccc1)nc1n2CCC1 | 3.4 | -7.1 | -0.6 | 1.8 | 17.0 | 3.5 | -0.4 | 1.0 | -0.1 |
| CCN(Cc1ccccc1)C(=O)C1CCN(CC2CC=CCC2)CC1 (stereo not drawn) | 3.1 | -12.3 | -1.4 | 4.1 | 21.8 | 12.8 | 1.0 | 0.0 | 3.0 |
| C(=N\n1cnnc1)/c1nc2ccccc2[nH]1 | 2.7 | -6.9 | 11.2 | 0.5 | i | 13.8 | -36.5 | -1.1 | -2.9 |

By substructure, the compounds so far containing an NH in an aromatic ring
| SMILES | SENP8 block-2 | HKDC1 inh | SENP7 block | UBC13 polyUb | SENP8 block-1 | PfGluPho inh | SENP1 inh | beta cell repl | SENP6 inh |
| --- | --- | --- | --- | --- | --- | --- | --- | --- | --- |
| COc1ccc(C(=O)Nc2ccc(-c3n[nH]c(=S)o3)cc2)cc1OC | 4.2 | 0.7 | 19.2 | -4.3 | -334.3 | 44.0 | 0.0 | 7.3 | -5.5 |
| C(=N\n1cnnc1)/c1nc2ccccc2[nH]1 | 2.7 | -6.9 | 11.2 | 0.5 | i | 13.8 | -36.5 | -1.1 | -2.9 |

Arranged by molar mass (smallest number first): part of the list above
| SMILES | SENP8 block-2 | HKDC1 inh | SENP7 block | UBC13 polyUb | SENP8 block-1 | PfGluPho inh | SENP1 inh | beta cell repl | SENP6 inh |
| --- | --- | --- | --- | --- | --- | --- | --- | --- | --- |
| C(=N\n1cnnc1)/c1nc2ccccc2[nH]1 | 2.7 | -6.9 | 11.2 | 0.5 | i | 13.8 | -36.5 | -1.1 | -2.9 |
| O=c1c2c(ncn1Cc1ccccc1)nc1n2CCC1 | 3.4 | -7.1 | -0.6 | 1.8 | 17.0 | 3.5 | -0.4 | 1.0 | -0.1 |
| COc1ccc(CNC(=S)Nc2ccc(S(N)(=O)=O)cc2)cc1 | -10.1 | -3.8 | -11.8 | -4.1 | 4.9 | 35.6 | -3.3 | -2.7 | -18.0 |

(further entries)
| SMILES | SENP8 block-2 | HKDC1 inh | SENP7 block | UBC13 polyUb | SENP8 block-1 | PfGluPho inh | SENP1 inh | beta cell repl | SENP6 inh |
| --- | --- | --- | --- | --- | --- | --- | --- | --- | --- |
| CCC(=O)N1CCc2cc(Br)c(S(=O)(=O)CCC(=O)NCCOC)cc21 | . | -4.3 | . | . | 4.4 | -9.9 | 0.1 | . | . |
| CCCOC1CCCN(Cc2nc(-c3cnccn3)no2)C1 (stereo not drawn) | -0.5 | -5.3 | 1.3 | 5.7 | 2.0 | 6.6 | 1.0 | -0.9 | -0.5 |
| CCOc1ccc(OCC)c(NC(=O)C2CCCN(S(=O)(=O)c3c(C)n[nH]c3C)C2)c1 (stereo not drawn) | 1.9 | 3.0 | 5.2 | -12.0 | 5.9 | -25.5 | -1.6 | -1.9 | -6.3 |
| CCSCCOC(=O)C1=C(C)NC(=O)NC1c1cccc(OC)c1OC (stereo not drawn) | -1.3 | 7.1 | -3.3 | 7.3 | 6.1 | -2.9 | 4.0 | -1.8 | -9.1 |
| COc1ccc(CCn2c(=N)c(C(=O)NC3CCCC3)cc3c(=O)n4cccc(C)c4nc32)cc1 | -7.0 | -8.4 | -6.0 | -2.3 | -294.5 | 1.3 | -36.7 | -6.7 | -2.7 |
| O=C1CC(C(=O)Nc2ccc(F)c(Cl)c2)N=C(N2CCCCC2)N1 (stereo not drawn) | -4.5 | 3.8 | 3.2 | 9.1 | 7.8 | -9.9 | -10.8 | -1.3 | -11.5 |
| COc1ccc(OC)c(C2C3=C(CCCC3=O)Nc3c2c(=O)n(C)c(=O)n3C)c1 (stereo not drawn) | 7.1 | 0.1 | -1.3 | 0.9 | -3.3 | -7.9 | -82.6 | 0.1 | 1.1 |
| COC(=O)[C@H](CCSC)NC(=O)NCCc1ccccc1F | 2.1 | -8.5 | 2.1 | -4.2 | 13.9 | 5.7 | 1.2 | 0.5 | -1.0 |

From PubChem
